APJ antag – antagonists of human apelin receptor APJ, primary screen, CHO-K1 cells, beta-arrestin complementation, luminescence | P35414 | inhibition, % at 20 µM | 330,000 compounds, 0.32% hits | AID 2521, 2010;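 active = inhibition above about 40% at 20 µM, limit read from the data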;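 note: cells challenged with 10 nM apelin-13 agonist together with compound; plate controls were apelin-13 plus DMSO wells for no effect and DMSO wells lacking apelin-13 for full effect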
Target sequence (P35414 whole entry, looked up): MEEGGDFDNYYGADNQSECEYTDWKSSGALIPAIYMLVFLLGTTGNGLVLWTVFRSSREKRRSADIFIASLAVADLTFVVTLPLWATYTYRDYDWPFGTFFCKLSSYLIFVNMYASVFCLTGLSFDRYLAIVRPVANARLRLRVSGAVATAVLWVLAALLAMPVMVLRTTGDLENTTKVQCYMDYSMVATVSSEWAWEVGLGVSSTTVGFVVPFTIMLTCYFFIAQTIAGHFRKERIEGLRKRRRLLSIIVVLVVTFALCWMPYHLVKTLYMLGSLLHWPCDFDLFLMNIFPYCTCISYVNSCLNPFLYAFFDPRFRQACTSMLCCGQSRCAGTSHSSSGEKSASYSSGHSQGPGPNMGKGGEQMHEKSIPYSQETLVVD
MPTP inh – mitochondrial permeability transition pore inhibitors, primary screen, biochemical, isolated mouse mitochondria, absorbance. Ca2+ swelling absorbance, 30 min. inhibition, % at 10 µM. 360,000 compounds, 1.4% hits. AID 602449, 2012;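 active = inhibition of 50% or more, scaled per plate between neutral and stimulator controls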;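 note: 0% = DMSO wells given calcium and 100% = 1 mM EGTA wells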
tim23-1 inh – growth inhibitors of tim23-1 mutant yeast, primary screen, luminescence, uHTS; S. cerevisiae tim23-1 growth, BacTiter-Glo luminescence, 24 h; inhibition, % at 20 µM; 330,000 compounds, 1.3% hits;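 active = growth inhibition of the mutant yeast at or above 50%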;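 note: temperature-sensitive mutant grown at 25 °C; plate controls were DMSO-treated mutant yeast for no effect and medium wells lacking yeast for full effect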
GRIN3A LBD mod – binders of NR3A ligand-binding domain, primary screen, biophysical, differential scanning fluorimetry, uHTS; Glutamate receptor ionotropic, NMDA 3A (GRIN3A) ligand-binding domain; NR3A LBD differential scanning fluorimetry, Tm shift; 0% = protein alone, 100% = glycine-bound protein; Tm shift relative to glycine control, % at 25 µM; 340,000 compounds, 2.5% hits;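 active = melting temperature shift of at least 10% of the positive control shift, at one fixed dose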
NALP3 yeast inh – NALP3 inflammasome inhibitors in reconstituted yeast, primary screen, luminescence, uHTS; 330,000 compounds, 0.39% hits; inhibition, % at 10 µM; Yeast reconstituted NLRP3/ASC/caspase-1, beta-gal luminescence, 24 h;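 active = inhibition of 50% or more; inactive = inhibition below 50%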;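 note: plate controls were induced DMSO wells for no effect and uninduced yeast grown without galactose for full effect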
TIM10 inh – growth inhibitors of isogenic TIM10 control yeast, primary screen, counter-screen for tim10-1 yeast inhibitor project, luminescence, uHTS; S. cerevisiae TIM10 strain growth, BacTiter-Glo luminescence, 24 h; inhibition, % at 10 µM; 330,000 compounds, 1.4% hits;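 active = inhibition of 40% or more at the single tested concentration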;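 note: wild-type TIM10 isogenic control strain grown at permissive 25 °C; 0% = DMSO yeast wells and 100% = minimal medium wells without yeast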
APJ ag – agonists of human apelin receptor APJ, primary screen, CHO-K1 cells, PathHunter beta-arrestin, luminescence; P35414; 0% DMSO wells, 100% apelin; activation, % at 20 µM; 330,000 compounds, 0.11% hits;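 active = activation more than six SD over the plate average, tested at 20 µM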;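 note: 0% = DMSO alone and 100% = apelin-13 at 10 nM; some results filed as inactive read as strong as hits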
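Incubation: overnight seeding, 90 min compound at 25 °C, 1 h detection; test system: PathHunter CHO-K1 APJ (AGTRL-1) beta-arrestin reporter cells; amount: 1000 cells/well; doses: one dose, 20 µM compound, 1% DMSO; measured by: beta-gal luminescence; measure: agonist-driven arrestin binding to APJ; benchmarks: negative DMSO alone, positive Apelin-13 at 10 nM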
tim10-1 inh – growth inhibitors of tim10-1 mutant yeast, primary screen, luminescence, uHTS; 330,000 compounds, 2.2% hits; S. cerevisiae tim10-1 ts strain growth, BacTiter-Glo, 24 h; inhibition, % at 20 µM;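 active = inhibition of at least 40%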;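 note: mutant grown at 25 °C; 0% = DMSO wells with yeast and 100% = wells holding no yeast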
MIN6 prolif – inducers of MIN6 beta-cell proliferation, primary screen, ATP luminescence, uHTS; MIN6 cells proliferation, ATPlite luminescence, 48 h; cells starved in 0.2% serum; 100% = growth in 10% serum; proliferation, % at 10 µM; 330,000 compounds, 0.29% hits; AID 2380, 2010;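 active = compounds whose signal lies at least 3.5 SD above the mean of all wells on their plate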;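 note: 0% = DMSO-treated cells in low-serum medium and 100% = 10% serum control; some compounds called inactive have numbers as strong as hits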
Starred values were filed as active, the others as inactive; . = no result given.

SMILES | APJ antag | MPTP inh | tim23-1 inh | GRIN3A LBD mod | NALP3 yeast inh | TIM10 inh | APJ ag | tim10-1 inh | MIN6 prolif
CNC(=O)NC(=O)COC(=O)c1ccccc1OCc1ccccc1 | 16 | 0.0 | 17 | 1 | 6 | 13 | -1 | 19 | 1
Cc1cccc(N2CCN(C(=O)CCCn3c(=O)c4cccn4c4cccnc43)CC2)c1C | -2 | -0.7 | 37 | -7 | 10 | 4 | 16 | 36 | -4
CC(C)CCN(C(=S)NC(=O)C1CCCCC1)c1c(N)n(Cc2ccccc2)c(=O)[nH]c1=O | -7 | 0.6 | 9 | -3 | 14 | 2 | 33* | 5 | -2
Cc1cc(C)c(S(=O)(=O)c2ccccc2)c(OC(=O)c2ccc(Cl)cc2Cl)n1 | 4 | 1.0 | 74* | 4 | 3 | 52* | 1 | 46* | -1
Cc1cc(C)n(CC(=O)O)n1 | 6 | -2.6 | 8 | -1 | -1 | -3 | 2 | 8 | -2
Cc1sc(/C=C2\C(=O)ON=C2c2ccccc2)cc1Br | 2 | . | 15 | . | -14 | 11 | -3 | 24 | -6
Cn1cccc1/C=N/NC(=O)Cc1cccs1 | 8 | 0.5 | 7 | 3 | -7 | 11 | 6 | -4 | -1
Nc1nncn1C(=O)c1cc(Br)ccc1Cl | -6 | -0.5 | 9 | 0 | -16 | -1 | 7 | 16 | -4
CC(C)C(=O)Nc1cc2c(cc1C(=O)c1ccccc1)OCCO2 | 8 | 4.8 | 26 | -1 | 5 | -9 | -2 | 22 | -2
COc1ccccc1CNC(=O)CS(=O)(=O)c1ccc(C)cc1 | -8 | -1.7 | 1 | -1 | 13 | -5 | -3 | -11 | 4
CC(=O)Cc1nsc(NC(=O)c2ccc(Cl)cc2Cl)n1 | 6 | -1.3 | 41 | 1 | 13 | 45* | 1 | 37 | -3
Cc1ccc(Cn2ncc3c(N4CCOCC4)ncnc32)cc1 | 9 | 0.4 | 1 | 3 | 14 | -4 | -2 | 23 | 0
C/C(=N\O)c1oc2ccc3c(C)cc(=O)oc3c2c1C | 18 | . | -13 | 1 | 11 | 4 | -5 | 13 | -2
Cc1onc(-c2ccccc2Cl)c1C(=O)Nc1c(C)n(C)n(-c2ccccc2)c1=O | 10 | -1.3 | 13 | 2 | 14 | 6 | -4 | 2 | -2
CCn1c(SCC(=O)Nc2ccc(S(=O)(=O)Nc3ccccn3)cc2)nnc1-c1ccncc1 | 2 | 0.0 | -3 | 8 | 13 | 4 | 0 | 13 | 0
O=C1NC(NS(=O)(=O)c2ccc(Cl)cc2)(C(F)(F)F)C(=O)N1Cc1cccnc1 (stereo unspecified) | -22 | 1.1 | 1 | 1 | 8 | -1 | -2 | -3 | 0
Cc1cc(N2CCCCC2)nc(N2CCOCC2)n1 | -16 | -0.6 | 12 | -3 | 6 | -3 | 2 | 4 | 1
CCCn1c(CCC(=O)O)nc2cc(S(N)(=O)=O)ccc21 | -17 | 0.7 | 0 | 1 | 4 | -16 | -4 | -12 | -2
COc1ccc(C(=O)NCC(=O)N/N=C/C(C)=C/c2ccccc2)cc1OC | 1 | -2.0 | 17 | -10 | 13 | -18 | 1 | 23 | 0
COc1ccccc1CN1CCN(S(=O)(=O)c2ccc(C)cc2)CC1 | -13 | 1.5 | 15 | 1 | 15 | 5 | -1 | 5 | -2
CCOC(=O)C1=C(C)N(CCCC(=O)O)C(=O)NC1c1ccc(Cl)cc1 (stereo unspecified) | 9 | 0.6 | 9 | 4 | 12 | 4 | -1 | 2 | -6
Cc1ccc(C(=O)N(C)c2ccc(OCC(=O)N3c4ccc(C)cc4C4CN(C)CCC43)cc2)cc1 (stereo unspecified) | -8 | -2.5 | 9 | -2 | 21 | 2 | 0 | 11 | -5
O=C(O)/C=C/C(=O)Nc1ccc(O)cc1 | 3 | 1.1 | 6 | -2 | 2 | -2 | -3 | 9 | -3
Cc1ccsc1C(=O)NCCC(c1ccccc1)c1ccccc1 | -4 | 5.3 | 12 | 3 | 23 | 9 | -2 | 39 | -3
CCOc1cc(/C=N/NC(=O)C(=O)NCCCOC(C)C)cc(Br)c1O | 8 | 0.2 | -4 | 7 | 2 | -6 | 0 | 6 | 0

Two entries picked at random from the list so far:
SMILES | APJ antag | MPTP inh | tim23-1 inh | GRIN3A LBD mod | NALP3 yeast inh | TIM10 inh | APJ ag | tim10-1 inh | MIN6 prolif
Cc1cc(N2CCCCC2)nc(N2CCOCC2)n1 | -16 | -0.6 | 12 | -3 | 6 | -3 | 2 | 4 | 1
CNC(=O)NC(=O)COC(=O)c1ccccc1OCc1ccccc1 | 16 | 0.0 | 17 | 1 | 6 | 13 | -1 | 19 | 1

Other compounds
SMILES | APJ antag | MPTP inh | tim23-1 inh | GRIN3A LBD mod | NALP3 yeast inh | TIM10 inh | APJ ag | tim10-1 inh | MIN6 prolif
CS(=O)(=O)c1ccc([C@@H](O)[C@@H](CO)NC(=O)C(Cl)Cl)cc1 | 4 | -0.9 | 0 | -1 | -1 | 0 | -3 | -1 | -5
C/C(=N\Nc1nc2ccccc2[nH]1)c1ccc(N2CCOCC2)cc1 | -14 | 5.0 | -9 | 3 | 0 | -3 | 7 | 21 | -7
O=C1Nc2ccccc2Nc2ccccc21 | 6 | -0.5 | 11 | -1 | 16 | 6 | -1 | 12 | -1
O=C(c1ccccc1)c1ccc(Cn2cc(-c3ccccc3)nn2)cc1 | -3 | 85* | -1 | -11 | 23 | -4 | -3 | -8 | -8
CC(C)Oc1ccc(S(=O)(=O)N2CCOCC2)cc1NC(=O)C1=NN(c2ccccc2)C(=O)CC1 | -12 | -1.5 | 19 | -4 | 12 | 9 | -4 | 18 | -1
CCOC(=O)Cn1c(=O)oc2cc(S(=O)(=O)N3CCc4ccccc43)ccc21 | -12 | 13 | 25 | 0 | 8 | 10 | -1 | 11 | -1
O=C(c1ccco1)N1CCN(CCOCCOc2cccc3ccccc23)CC1 | 6 | 2.0 | 14 | 2 | 33 | 12 | -2 | 10 | 0
CCN(CC)S(=O)(=O)c1ccc(OC)c(NC(=O)CC2CCCC2)c1 | -2 | -0.7 | 21 | -2 | 1 | -7 | 0 | 11 | 0
C#CCn1c(=NC(=O)c2ccc(S(=O)(=O)N3CCc4ccccc4C3)cc2)sc2cc(S(N)(=O)=O)ccc21 | -8 | 1.1 | 10 | -4 | 28 | 10 | 1 | 18 | 0
Clc1ccccc1Oc1cnc2ccccc2n1 | 7 | 1.3 | 10 | -1 | 0 | 2 | -4 | 18 | 3
Cc1cc(C)nc(NC(=O)c2c(Cl)cccc2Cl)n1 | 3 | -1.4 | 11 | 0 | -14 | 5 | -2 | 18 | -2
c1ccc(COc2ccc3nocc3c2)cc1 | -124 | -1.2 | 20 | 1 | -1 | 13 | 29 | 11 | 0
COCCNC(=O)C(C)N1c2cccc3cccc(c23)S1(=O)=O (stereo unspecified) | 5 | 0.4 | 13 | 0 | -5 | 19 | 8 | 9 | -1
C[C@H](CO)N1C[C@H](C)[C@@H](CN(C)C(=O)Nc2ccccc2)Oc2ccc(NC(=O)C3CC3)cc2C1=O | -11 | 0.8 | -4 | 0 | 5 | 3 | -2 | -10 | 1
Cc1cc(C)c(C)c(S(=O)(=O)N2CCC(C(=O)NNC(=O)c3ccccc3O)CC2)c1C | 11 | 1.2 | 19 | -3 | 9 | -8 | -2 | 10 | -7
Cc1ccc(S(=O)(=O)N2CCCC2)cc1C(=O)O | 8 | -2.2 | -2 | -2 | -2 | 7 | -3 | 11 | 1
Cn1nnc2cc(C(=O)N3CCC(c4ccccc4)C3)ccc21 (stereo unspecified) | -1 | 2.7 | 7 | 0 | -11 | 9 | 1 | 0 | -2
COc1ccc(OCC(=O)NC(=S)Nc2ccccc2F)cc1 | 22 | 4.8 | -3 | 0 | 19 | 0 | -3 | 11 | -2
Nc1nnnn1/N=C/c1ccccn1 | -15 | -0.2 | 3 | 1 | 0 | 2 | -1 | 0 | -2
CCC1(C)SC(N)=NN1C(C)=O (stereo unspecified) | -10 | 1.4 | 5 | 1 | 13 | -1 | -2 | 5 | -4
COc1ccc(NC(=O)c2ccc(-c3nn(C)c(=O)c4ccccc34)cc2)cc1C(N)=O | 0 | 1.0 | -2 | 0 | -4 | 4 | 3 | 13 | 0
CCN1CCN(C(=S)Nc2ccc([N+](=O)[O-])cc2)CC1 | -4 | 3.5 | -8 | -5 | 10 | -4 | 0 | 2 | 1
O=C(CSc1nnc(-c2cccs2)o1)Nc1cccc(S(=O)(=O)N2CCCCC2)c1 | 10 | -0.3 | 3 | -7 | 8 | -2 | -2 | 14 | 0
CC1(c2ccccc2)NC(=O)N(N)C1=O (stereo unspecified) | 4 | -0.2 | 6 | -1 | 22 | 2 | -3 | 10 | 2
COc1cccc(OC)c1C(=O)Nc1ccc2c(c1)OCCO2 | -4 | -0.5 | -8 | 2 | -5 | 5 | 1 | 6 | -4
(continued)
SMILES | APJ antag | MPTP inh | tim23-1 inh | GRIN3A LBD mod | NALP3 yeast inh | TIM10 inh | APJ ag | tim10-1 inh | MIN6 prolif
Cn1c(-c2sc3ccccc3c2Cl)n[nH]c1=S | 16 | 1.7 | 52* | -2 | 18 | 29 | -3 | 27 | -1
COc1cccc(CNC(=O)C(CC(C)C)NC(=O)c2ccccc2C)c1 (stereo unspecified) | -13 | 1.8 | 12 | -2 | 10 | -3 | -1 | 18 | -3
COc1ccccc1OCC(=O)Nc1ccc2c(c1)C(=O)N(CC1CCCO1)C2=O (stereo unspecified) | -7 | 0.0 | 7 | 0 | 0 | 3 | 4 | 8 | 1
c1ccc(C(c2ccccn2)c2ccccn2)cc1 | -2 | 11 | 5 | -2 | -5 | 4 | 2 | 10 | 2
O=C(CC1C[C@H](C(=O)N2CCOCC2)[C@@]2(CCC3CCCC3)c3[nH]c4ccccc4c3CCN2C1=O)NCCC1=CCCCC1 (stereo partly specified) | 26 | 16 | 12 | 0 | 2 | -3 | -1 | 2 | -5
COC(=O)c1cccc(N(C(=O)c2ccco2)C(C(=O)NC2CCCC2)c2ccc(N3CCOCC3)cc2)c1 (stereo unspecified) | 3 | -1.0 | 13 | 0 | 7 | -16 | -3 | 5 | -3
COC(=O)C1=C(N)Oc2cc(C)n(CCCn3ccnc3)c(=O)c2C1c1ccc(Cl)cc1 (stereo unspecified) | 27 | -1.0 | 5 | 1 | 10 | -5 | 1 | -8 | -2
O=C(CNC(=O)c1ccc(Br)o1)NC12CC3CC(CC(C3)C1)C2 | 0 | -0.4 | 23 | 4 | 10 | 8 | 0 | 9 | 1
CC(C)CC(=O)NC(c1ccccc1Cl)c1c(O)ccc2ccccc12 (stereo unspecified) | 7 | 76* | 16 | -3 | 6 | -3 | 1 | 3 | -5
O=c1[nH]c(Cc2ccccc2Cl)nc2ccccc12 | 9 | -1.9 | 15 | -2 | 13 | 12 | 0 | 10 | 1
CN(Cc1ccccc1)C(=O)c1ccc(NC(=O)Cc2ccc([N+](=O)[O-])cc2)cc1 | 1 | 3.2 | 26 | -14 | 10 | 8 | -3 | 15 | -4
Cc1ccc(-n2nc3c(=O)n(CCCC(=O)NCC(C)c4ccccc4)nc(C)c3c2C)cc1 (stereo unspecified) | 16 | -0.3 | 11 | -8 | 8 | 6 | -1 | 12 | -6

Bioassay records: PubChem BioAssay, Sanford-Burnham Center for Chemical Genomics
